MITF TRPM1 HTS – MITF TRPM1 promoter activation in melanoma cells. SK-MEL-5 TRPM1-promoter luciferase, 24 h; % of positive control, neutral wells = 0. activation, % at 12.5 µM. 0.75% of 300,000 active;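 active = mean activation of at least 80% with every replicate also reaching 80%; inconclusive = mean reaches 80% but some replicate falls short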;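 also: 0% = neutral control wells and 100% = parthenolide positive control wells; values of inactives mirror those of a sister screen read the other way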
SR-BI DiI-HDL act – activators of SR-BI mediated HDL lipid uptake. CHO ldlA[mSR-BI] cells, DiI-HDL uptake fluorescence, 3 h; 100 = double the neutral-control signal. activation, % at 12.5 µM. 0.096% of 320,000 active. AID 504775;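 active = mean replicate activation of at least 60% and every replicate at or above 60%; inconclusive = mean or all-replicate condition met, but not both; inactive = mean below 60% and not all replicates reaching 60%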;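 also: 0% = median plate neutral-control signal and 100% = twice that signal; values of inactives mirror those of a sister screen read the other way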
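System: CHO ldlA[mSR-BI] cells / Medium: HEPES-buffered (25 mM, pH 7.4) F12 plus 0.5% BSA / Probe or stimulus: labelled HDL, 10 µg/mL / Doses: single compound concentration, delivered by pin transfer / Schedule: 3 h, 37 °C / Measured by: DiI fluorescence, bottom read / Measure: cell-associated DiI fluorescence as measure of HDL uptake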
PfHsp90 set2 – growth inhibition of yeast expressing Plasmodium Hsp90; S. cerevisiae expressing PfHsp90, BacTiter-Glo ATP, 48 h; yeast lacking PDR1 and PDR3 efflux regulators; inhibition, % at 9.4 µM; 0.32% of 310,000 active; AID 504621;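 active = every replicate shows inhibition above about 80%, whatever the replicate mean, limit read from the data; inconclusive = mean inhibition reaches the set limit but some replicate falls short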;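 also: 0% = DMSO neutral controls and 100% = 20 µM radicicol positive controls; yeast relying on Plasmodium falciparum Hsp90 in place of its own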
PvdQ acylase – blocks Pseudomonas aeruginosa PvdQ acylase activity; purified PvdQ acylase, fluorescence plate reader; AID 488965; 0.063% of 340,000 active; inhibition, % at 10 µM; in the data active = inhibition above about 30%, passing the limit was not always enough; inconclusive = no clear call, values can overlap the other calls;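 also: 0% = vehicle neutral wells and 100% = reference inhibitor wells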
dFosB act – mouse delta FosB homodimer activation | 0.99% of 340,000 active | purified delta FosB, TAMRA-CDK5 oligo fluorescence polarization; percent of positive-control signal above neutral wells | AID 493131 | activation, % at 25 µM | P13346;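 active = mean activation above about 17%, with every replicate also reaching it, limit read from the data, passing the limit was not always enough; inconclusive = only one of the two conditions met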;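 also: fluorescence polarization rise as delta FosB binds a TAMRA Cdk5 AP-1 oligo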
Rtt109 Vps75 – blocks Candida albicans Rtt109/Vps75 acetyltransferase activity; 0.16% of 330,000 active; inhibition, % at 34.9 µM; Q5AAJ8; purified Rtt109/Vps75, ThioGlo CoA-SH fluorescence, 4 h; AID 540336;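 active = inhibition of at least 50% in every replicate; inconclusive = best replicate reaches 50% inhibition but some replicates fall short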
Target sequence (Q5AAJ8 whole entry, looked up): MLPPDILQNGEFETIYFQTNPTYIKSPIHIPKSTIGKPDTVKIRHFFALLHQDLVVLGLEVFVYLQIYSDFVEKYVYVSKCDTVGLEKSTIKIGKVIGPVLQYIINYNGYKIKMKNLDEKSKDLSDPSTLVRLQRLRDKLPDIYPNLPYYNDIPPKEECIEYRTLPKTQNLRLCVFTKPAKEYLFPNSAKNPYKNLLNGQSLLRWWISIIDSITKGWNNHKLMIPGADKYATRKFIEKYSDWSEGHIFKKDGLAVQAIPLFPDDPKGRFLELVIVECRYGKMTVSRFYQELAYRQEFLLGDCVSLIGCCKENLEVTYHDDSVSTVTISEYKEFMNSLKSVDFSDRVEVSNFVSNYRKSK
CAL PDZ FP-1 – blocks peptide binding to human CAL PDZ domain. AID 504414. Q9HD26. purified CAL PDZ, TMR-peptide fluorescence polarization, 1 h. 0.02% of 330,000 active. inhibition, % at 20 µM;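 active = highest replicate inhibition of at least 40%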;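 also: plate controls were DMSO neutral control wells for no effect and unlabeled competitor peptide control wells for full effect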
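Material: tagged CAL PDZ domain; buffer or medium: 25 mM sodium phosphate pH 7.4, 150 mM NaCl, TCEP, IgG, Thesit; compound dosing: single point, 20 µM; schedule: 1 h incubation at room temperature before polarization reading; measured by: FP readout, S and P plane fluorescence; read-out basis: percent inhibition from loss of millipolarization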
NSD2 inh – NSD2 (human) methyltransferase inhibition. NSD2 peptide methylation, AlphaScreen, 120 min. inhibition, % at 12.5 µM. 0.54% of 310,000 active; in the data active = inhibition above about 50%
CAL PDZ FP-2 – inhibitors of human CAL PDZ peptide binding. Q9HD26. AID 602252. 0.92% of 300,000 active. inhibition, % at 24.9 µM. purified CAL PDZ, TMR-peptide fluorescence polarization, 1 h;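 active = mean inhibition of at least 30% with at least half of replicates also reaching 30%; inconclusive = no clear call, values can overlap the other calls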;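 also: 0% = DMSO neutral control and 100% = excess unlabeled competitor peptide PRC23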
SR-BI HDL uptake – mouse SR-BI HDL lipid transfer inhibition | inhibition, % at 12.5 µM | AID 488896 | 0.96% of 320,000 active | ldlA[mSR-BI] CHO cells, DiI-HDL uptake fluorescence, 3 h;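 active = mean replicate inhibition of at least 70% and a set share of replicates each scoring 70 or more; inconclusive = meets just one of the two criteria; inactive = fails both criteria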;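 also: 0% = median of neutral control wells and 100% = median of positive control wells; values of inactives mirror those of a sister screen read the other way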
Target sequence (Q61009 whole entry, looked up): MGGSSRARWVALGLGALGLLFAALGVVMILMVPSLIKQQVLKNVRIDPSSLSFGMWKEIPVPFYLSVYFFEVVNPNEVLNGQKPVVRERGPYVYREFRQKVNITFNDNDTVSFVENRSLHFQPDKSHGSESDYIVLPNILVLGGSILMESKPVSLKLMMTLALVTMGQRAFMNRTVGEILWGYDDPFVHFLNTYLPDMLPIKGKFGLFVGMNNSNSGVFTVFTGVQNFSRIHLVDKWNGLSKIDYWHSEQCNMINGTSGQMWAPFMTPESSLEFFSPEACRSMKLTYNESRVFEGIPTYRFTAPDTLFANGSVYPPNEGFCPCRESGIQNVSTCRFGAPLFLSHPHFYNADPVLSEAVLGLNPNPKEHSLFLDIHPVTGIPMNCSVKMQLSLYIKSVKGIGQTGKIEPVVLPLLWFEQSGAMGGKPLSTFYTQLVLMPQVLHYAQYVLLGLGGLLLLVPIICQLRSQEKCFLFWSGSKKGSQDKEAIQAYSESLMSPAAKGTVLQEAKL
Starred values were filed as active, the others as inactive; u = inconclusive; x = not tested or not shown; & = joins results of further samples. Some of the compounds tested; rates above refer to the full screens.

Values run as follows: MITF TRPM1 HTS, SR-BI DiI-HDL act, PfHsp90 set2, PvdQ acylase, dFosB act, Rtt109 Vps75, CAL PDZ FP-1, NSD2 inh, CAL PDZ FP-2, SR-BI HDL uptake
1. CCNC(=S)N1CCn2cccc2C1c1cccnc1 (centres undefined)
→ 7, 17, -27, -6, -5, 9, -1.7, 0, 3, -17
2. O=C(c1ccc2c(c1)ncn2C1CCCCCC1)N1CCC2(CC1)OCCO2
→ -12, x, 10, -15, -6, -15, -0.1, -3, -3, -7
3. COC(=O)C1=C(c2c(C)noc2C)C[C@@H]2CC[C@H]1N2C(=O)NCCOc1ccc(OC)cc1
→ 10, -2, -9, 1, -4, 1, -0.1, x, -3, 2
4. CCC(=O)N1N=C2C3CCN(CC3)C2C1c1ccc(C)cc1 (centres undefined)
→ x, 13, -33, -6, 2, -2, -1.4, x, x, -13
5. COc1cc2nc(CN3CC=C(c4ccccc4)CC3)[nH]c(=O)c2cc1OC
→ -1, x, -14, -16, -11, -5, -1.9, 0, -1, x
6. COC(=O)C1=C(c2ccccc2OCc2ccccc2)C[C@@H]2CC[C@H]1N2C(=O)NCc1ccc(OC)cc1
→ 3, 6, -8, 2, -7, 2, -1.9, x, -3, -6
7. CCCN(CC#CCO)CCC
→ -1, 13, 3, -21, 8, -11, -0.5, -1, -4, -13
8. CN1CCN(c2nc3ccccc3c(=O)n2-c2ccccc2)CC1
→ -3, 3, -18, -13, 1, 1, -0.4, x, x, -3
9. CNC(=O)c1cccn(Cc2cccc(C(F)(F)F)c2)c1=O
→ -8, 8, -1, -2, -3, 1, x, 0, -5, -8
10. O=c1[nH]c(=S)n(C2CC2)c(O)c1C=NCCN1CCOCC1
→ -3, 15, 5, 16, -1, 5, 0.8, 1, -3, -15
11. CCN(CC)CCO
→ 1, -1, 12, -13, -8, -3, -1.8, x, 0, 1
12. O=C1NC(=S)NC(=O)C1=Cc1cccc2cc3ccccc3cc12
→ -97, 9, -26, 12, 10, x, -2.1, 12, -2, -9
13. O=C(O)CCn1cc(C=C2C(=O)NC(=O)NC2=O)c(-c2ccc(Br)cc2)n1
→ 11, 38, -22, -2, -1, -1, -0.6, 5, -4, -38
14. COc1ccc(C(C)=O)cc1CC(C(=O)c1ccccc1)N(C)C (centres undefined)
→ 28, 6, -1, -16, -2, 12, -1.1, 9, 2, -6
15. CCN1CCN(Cc2ccccc2C)CC1
→ x, 25, -15, -12, 4, -4, -0.4, 14, 0, -25
16. CCn1cc(CN2CCCC(C(=O)c3cccc(OC)c3)C2)c(C)n1 (centres undefined)
→ -6, -2, 15, -11, -5, -22, 0.4, -7, 3, 2
17. CN(C)C(=O)Oc1cccc2c(OC(=O)N(C)C)cccc12
→ -3, 37, 1, -8, -4, 2, -0.7, 10, -2, -37
18. CC(Cc1ccccc1)[n+]1cc(/N=C(\[O-])Nc2ccccc2)on1 (centres undefined)
→ 13, 32, -7, 8, -9, 2, -0.2, 4, -1, -32
19. O=C(/C=C/c1ccc2c(c1)OCO2)c1c(O)n(CCC2=CCCCC2)c(=O)[nH]c1=O
→ -22, -6, 6, -7, -4, -3, -1.1, 1, -3, 6
20. CN1C(=O)C(=CN2CCN(C(=O)c3ccco3)CC2)C(=O)N(C)C1=S
→ 16, 32, -11, 11, 4, 6, 0.3, 7, -2, -32
21. Cc1ccc(-n2c(O)c(/C=N/c3ncc(Br)cc3Br)c(=O)[nH]c2=O)cc1
→ 17, -21, x, -8, -18, 0, -1.8, x, 3, 21
22. CCOc1ccc(-c2cc(C)[n+](CCN(CC)CC)c(-c3ccc(OCC)cc3)c2)cc1
→ x, -38, 21, -11, -2, -4, -0.9, 3, x, 38
23. Cc1ccc(S(=O)(=O)N2Cc3ccccc3-n3nncc3C2)cc1
→ 7, -22, 7, 11, 5, 2, 0.9, x, -2, 22
24. CN(C)C(=O)NC(O)C(Cl)(Cl)Cl (centres undefined)
→ -5, -3, 0, -18, -7, -4, -1.3, -2, -5, 3
25. CC(=O)OC1=CC[C@H]2[C@@H]3CC[C@H]4C[C@H](OC(C)=O)[C@@H](OC(C)=O)C[C@]4(C)[C@H]3CC[C@]12C
→ x, -10, 10, -14, -4, 7, -0.8, x, -2, 10
26. CN1CCN(c2ccc([N+](=O)[O-])c(N/N=C3\CN4CCC3CC4)c2)CC1
→ 20, 7, 0, -2, 11, -1, 0.1, 25, -6, -7
27. CCOC(=O)COc1ccc(/C=C2\C(=O)NC(=S)N(c3ccc(OC)cc3)C2=O)cc1OC
→ 0, -4, 12, 1, 2, -7, -0.3, 6, -3, 4
28. COc1cc(C=C2C(=O)NC(=O)NC2=O)cc(OC)c1OC
→ -2, 19, -5, -14, 2, 5, -0.5, -3, -3, -19
29. CCn1ccnc1CN1CCCC(C(=O)c2ccc(OC)cc2OC)C1 (centres undefined)
→ -9, 10, -35, -4, -4, 5, -1.5, 0, x, -10
30. Cc1cc(Cl)ccc1OCC(=O)N1CCN(C)CC1
→ -3, x, -36, -11, 4, -1, x, 1, -17, x

Values run as follows: MITF TRPM1 HTS, SR-BI DiI-HDL act, PfHsp90 set2, PvdQ acylase, dFosB act, Rtt109 Vps75, CAL PDZ FP-1, NSD2 inh, CAL PDZ FP-2, SR-BI HDL uptake
31. Cc1ccc(Cc2c(C)nc3nc(SCC(=O)N4CCC5(CC4)OCCO5)nn3c2C)cc1
→ x, 5, x, 4, -7, -1, -0.5, 1, -4, -5
32. CC(=O)NC1CC2CCCC(C1)N2 (centres undefined)
→ 0, 54, 14, 2, 0, 5, -0.8, -10, -2, -54
33. CN1Cc2c(c(C#N)c(N)n(C)c2=S)CC1(C)C
→ -3, -6, -64, 27, -10, -136, -2.2, x, -2, 6
34. C=CCCC1(C(C)C)C(=O)NC(=S)NC1=O
→ -2, 4, -10, 1, 4, -3, -0.1, 0, 8, -4
35. COc1ccc2c3c([nH]c2c1)C(C)=NCC3
→ -7, -24, -17, -14, 14, 6, 4.6, x, -3, 30
36. CN(Cc1ccccc1)C(=O)CN1CCCC1=O
→ x, 18, 16, 2, 4, u, -0.1, -3, -6, -18
37. O=C(CNC(=O)c1cccc(Cl)c1)Nc1ccc(Br)cc1C(=O)c1ccccc1
→ -7, 11, -7, 0, -3, 14, -2.5, 0, -2, -11
38. O=P(C(Cl)Cl)(N1CCCCC1)N1CCCCC1
→ x, 0, 8, -5, 0, 3, -0.4, 0, -1, 0
39. CCC(=NCCN1CCCCC1)c1c(O)n(C)c(=O)n(C)c1=O
→ 16, 20, 15, -16, -5, -2, x, -1, -1, -20
40. O=c1cccc2n1CC1CNCC2C1 (centres undefined)
→ -16, 10, -4, -8, -3, 10, 0.5, x, 0, -10
41. O=c1[nH]c(=O)n(-c2ccc(Cl)cc2)c(O)c1C=Nc1ccc(S(=O)(=O)Nc2nccs2)cc1
→ 0, 42, 22, -5, -7, 6, -2.3, 0, -1, -42
42. CN1C2C=C(N(C(=O)c3ccc(Cl)cc3)c3ccccc3)CC1CC2 (centres undefined)
→ 31, 21, 8, -4, -10, 3, -0.2, 2, x, -21
43. Cc1[nH]c2ccc(O)cc2c1CCN
→ -2, -7, 7, -6, 2, 6, -0.4, x, 1, 7
44. COc1ncccc1C(=O)NCC(CC(=O)O)c1ccccc1 (centres undefined)
→ -9, -12, x, 0, 0, 6, -0.2, -1, x, 12
45. C[C@]12CCC3C(CC[C@H]4C[C@@H](O)[C@H](O)C[C@]34C)C1CC[C@@H]2O (some centres undefined)
→ 4, 0, 10, -15, -13, 6, -0.2, -2, -3, 0
46. O=C(c1ccccc1)c1ccc(N=Nc2c(O)[nH]c(=O)[nH]c2=O)cc1
→ -22, 9, 5, 6, 9, x, -1.3, 0, -8, -9
47. O=C(Cn1nc(Cc2cccnc2)c2ccccc2c1=O)N1CCC2(CC1)OCCO2
→ -13, 38, 5, 7, 3, 8, 0.5, -3, -7, -38
48. COc1cc(-c2ccc(N)c(OC)c2)ccc1N
→ 7, -49, 6, -9, 1, 5, 0.7, x, -1, 49
49. CN1CC2=CC(O)CC3Oc4c(O)ccc(c4[C@]23C)C1 (some centres undefined)
→ 6, -12, 0, -14, 3, -4, 0.4, x, -2, 12
50. CC1CN=C(NCc2ccccc2)S1 (centres undefined)
→ 7, x, -24, -26, 1, -2, -1.5, x, -1, -12
51. Cc1sc2c(c1C)C(c1ccc(C(C)(C)C)cc1)=NCC(=O)N2CC(=O)Nc1nccs1
→ -3, -22, -3, -7, -22, -2, -1.0, 8, -6, 22
52. CC(C)CC(N(C)C)C1(c2ccc(Cl)cc2)CCC1 (centres undefined)
→ 4&-4, 9&18, x, -11&-4, 1&-5, 7&-2, -0.3&0.2, x, 0&-4, -9&-18
53. CCOC(=O)C1(CCCc2ccccc2)CCN(C2CCC2)CC1
→ -9, 12, 16, 4, -4, 1, -0.6, -1, -3, -12
54. COc1ccc(C2SCC(=O)Nc3c2c(=O)[nH]n3C2CCCCCC2)cc1OC (centres undefined)
→ 0, 6, 3, -21, 1, 6, -1.0, 3, -4, -6
55. CCCCn1c(O)c(C=NC2CCCCC2N)c(=O)[nH]c1=O (centres undefined)
→ 5, 13, -1, -14, -5, 3, -0.1, -1, -2, -13
56. CCCCn1c(O)c(C(C)=NCCc2ccccc2)c(=O)[nH]c1=O
→ -4, -23, -28, -9, -1, 1, -1.9, 0, -1, 23
57. COc1ccc(CN2CCCC(C(=O)c3ccccc3SC)C2)cc1O (centres undefined)
→ -10, 9, -12, 2, 1, 7, -0.8, 6, x, -9
58. O=C(C(Cc1ccccc1)NS(=O)(=O)c1ccc(F)cc1)N1CCC2(CC1)OCCO2 (centres undefined)
→ 6, 1, -2, -9, 3, 1, 1.2, 25, -1, -1
59. Nc1ccc(C(=O)N/N=C2/CN3CCC2CC3)cc1
→ 0, -32, 11, -14, -1, -8, -0.8, -2, -5, 32
60. O=c1c2ccccc2ncn1-c1ccc([N+](=O)[O-])c(C(F)(F)F)c1
→ 2, -21, -40, -11, -8, 1, -0.4, -4, -2, 21

High-throughput results (PubChem BioAssay)
